High-throughput results as filed in PubChem.
pPAFAH FP inh = pPAFAH enzyme inhibitors, primary screen, biochemical, fluorescence polarization, human. Platelet-activating factor acetylhydrolase (Homo sapiens), Q13093. recombinant pPAFAH, FP-rhodamine probe fluorescence polarization. inhibition, % at 3.39 µM. 1.5% of 330,000 active;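 active = inhibition above the mean inhibition across the screen plus 3 SD, cut at about 25% in these data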;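 note: inhibitors block binding of the rhodamine activity-based probe so polarization drops; 0% = enzyme with DMSO and 100% = wells lacking pPAFAH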
Target sequence (Q13093 whole entry, looked up): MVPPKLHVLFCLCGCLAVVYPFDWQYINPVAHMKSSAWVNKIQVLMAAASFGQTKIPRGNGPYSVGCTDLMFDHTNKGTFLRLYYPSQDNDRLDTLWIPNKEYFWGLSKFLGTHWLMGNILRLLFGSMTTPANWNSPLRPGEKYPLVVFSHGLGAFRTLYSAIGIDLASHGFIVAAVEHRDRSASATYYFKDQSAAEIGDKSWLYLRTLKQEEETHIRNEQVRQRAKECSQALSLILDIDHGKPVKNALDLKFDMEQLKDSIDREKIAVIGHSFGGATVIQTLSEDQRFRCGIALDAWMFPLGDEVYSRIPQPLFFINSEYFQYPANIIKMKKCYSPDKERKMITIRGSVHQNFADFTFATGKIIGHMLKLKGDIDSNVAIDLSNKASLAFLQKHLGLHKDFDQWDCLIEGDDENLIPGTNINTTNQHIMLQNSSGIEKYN
LYPLA1 inh = LYPLA1 inhibitors, primary screen, counter-screen for PME1 inhibitor project, biochemical, fluorescence polarization, FP-Rh probe ABPP; Acyl-protein thioesterase 1 (Homo sapiens), O75608; recombinant LYPLA1; inhibition, % at 5.9 µM; 0.16% of 320,000 active; AID 2174, 2009;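 active = inhibition above the mean of all tested compounds plus 3 SD, set per campaign, cut at about 14% in these data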;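 note: inhibitors block serine hydrolase probe labeling of LYPLA1 so polarization falls; 0% = enzyme with DMSO and 100% = wells lacking LYPLA1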
Target sequence (O75608 whole entry, looked up): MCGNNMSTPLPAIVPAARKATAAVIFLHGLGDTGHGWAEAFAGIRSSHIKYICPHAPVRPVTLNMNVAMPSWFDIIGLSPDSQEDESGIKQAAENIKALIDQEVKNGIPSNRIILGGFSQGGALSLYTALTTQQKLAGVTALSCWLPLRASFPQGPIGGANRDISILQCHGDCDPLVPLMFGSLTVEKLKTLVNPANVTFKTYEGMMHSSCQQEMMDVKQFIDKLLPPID
ZTA DNA inh = blocks Epstein-Barr virus ZTA, an EBNA-1 counter-screen; P03206; ZTA-DNA binding, fluorescence polarization; inhibition, % at 11 µM; 0.15% of 320,000 active; in the data active = inhibition above about 33%
EBNA-1 inh = EBNA-1 DNA-binding inhibitors, primary screen, biochemical, fluorescence polarization; inhibition, % at 14.8 µM; 0.34% of 300,000 active; AID 1950, 2009; in the data active = inhibition above about 28%
PAFAH1B3 FP inh = PAFAH1B3 enzyme inhibitors, primary screen, biochemical, fluorescence polarization, human; 0.28% of 340,000 active; AID 492972, 2010; inhibition, % at 3.39 µM; recombinant PAFAH1B3, FP-rhodamine probe; Platelet-activating factor acetylhydrolase IB subunit alpha1 (Homo sapiens), Q15102;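 active = inhibition above the screen-wide average of all tested compounds plus 3 SD, cut at about 25% in these data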;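 note: 0% = enzyme with DMSO only and 100% = wells lacking PAFAH1B3 protein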
LYPLA2 counter = LYPLA2 inhibitors, primary screen, counter-screen for PME1 inhibitor project, biochemical, fluorescence polarization, FP-Rh probe ABPP | Acyl-protein thioesterase 2 (Homo sapiens), O95372 | recombinant LYPLA2 | inhibition, % at 5.9 µM | 0.38% of 320,000 active | AID 2177, 2009;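 active = inhibition above the screen-wide mean plus 3 SD, limit set per campaign, cut at about 26% in these data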;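 note: 0% = LYPLA2 with DMSO and 100% = wells lacking LYPLA2 enzyme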
PAFAH1B2 FP inh = PAFAH1B2 enzyme inhibitors, primary screen, biochemical, fluorescence polarization, human; recombinant PAFAH1B2, FP-rhodamine activity probe; 1.2% of 340,000 active; inhibition, % at 3.39 µM;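 active = inhibition above the mean of all tested compounds plus 3 SD, cut at about 24% in these data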;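 note: 0% = enzyme with DMSO and 100% = wells lacking PAFAH1B2; many of its hits are not listed in these tables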
Target sequence (P68402 whole entry, looked up): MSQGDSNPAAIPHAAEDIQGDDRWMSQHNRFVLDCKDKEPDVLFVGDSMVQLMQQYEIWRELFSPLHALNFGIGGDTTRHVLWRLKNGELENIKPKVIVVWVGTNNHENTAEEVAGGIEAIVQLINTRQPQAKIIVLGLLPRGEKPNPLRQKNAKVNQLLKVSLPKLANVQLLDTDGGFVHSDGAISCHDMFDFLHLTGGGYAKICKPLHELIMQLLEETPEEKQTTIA
PAFAH2 FP inh = PAFAH2 enzyme inhibitors, primary screen, biochemical, fluorescence polarization, human | AID 492956, 2010 | inhibition, % at 3.39 µM | 0.99% of 340,000 active | recombinant PAFAH2, FP-rhodamine activity probe;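 active = inhibition above the mean over all tested compounds plus 3 SD, cut at about 30% in these data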;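 note: inhibitors block probe labeling of enzyme so polarization drops; 0% = enzyme with DMSO and 100% = wells lacking PAFAH2 protein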
PREPL inh = PREPL enzyme inhibitors, primary screen, biochemical, fluorescence polarization | recombinant PREPL, fluorescence polarization activity-based probe | 0.68% of 320,000 active | inhibition, % at 5.96 µM | Prolyl endopeptidase-like (Homo sapiens), Q4J6C6; in the data active = inhibition above about 43%;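 note: 0% = enzyme with DMSO and 100% = wells lacking enzyme; many of its hits are not listed in these tables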
* marks the source's active call; other numbers are inactive results; nt = no result given. The list is partial; count on the stated rates, not on these rows.

SMILES	pPAFAH FP inh	LYPLA1 inh	ZTA DNA inh	EBNA-1 inh	PAFAH1B3 FP inh	LYPLA2 counter	PAFAH1B2 FP inh	PAFAH2 FP inh	PREPL inh
COc1ccc(C(=O)OC(C)CN2CCN(C)CC2)cc1OC (stereo not given)	-5	2	-5	-14	6	-1	3	6	0
COc1ccc(C(C)=O)cc1CSc1ccc(S(=O)(=O)N2CCOCC2)cn1	2	-2	-12	nt	3	14	-6	-4	-4
O=c1c([N+](=O)[O-])c(N2CCOCC2)c2ccccc2n1-c1ccccc1	3	2	-2	-11	7	0	5	3	0
O=C(N1CCCC1)C12CC3CC(C1)CC(C(=O)N1CCCC1)(C3)C2	0	-2	-17	-13	5	4	3	4	-5
CCOC(=O)c1c(C)nc2c(c(SC)nn2-c2ccccc2)c1N	0	-1	-6	-6	7	-8	-1	8	-4
COc1ccc(OCC(=O)N2CCN(S(=O)(=O)c3ccc(Cl)cc3)CC2)cc1	7	1	-1	-3	4	4	7	10	6
CC(C)[C@H](NC(=O)OC(C)(C)C)C(=O)N1CCC(C(=O)N[C@@H](C)C(=O)Nc2ccc(F)cc2)CC1	7	1	-4	0	-1	4	-7	3	7
COc1ccc(OC)c(S(=O)(=O)NNC(=S)Nc2ccc3c(c2)OCO3)c1	5	5	6	2	6	3	-2	1	4
N#Cc1nc(Cc2cccc3ccccc23)oc1NCCN1CCOCC1	1	2	-1	-6	5	1	-2	-2	25
N#CCCN(CCC#N)c1nnc(-c2ccccc2)s1	6	3	-2	10	12	4	8	1	18
COc1ccc(N(CC(=O)Nc2ccccc2Cl)S(=O)(=O)c2ccc(C)cc2)cc1OC	-2	-3	-13	3	9	-2	3	5	-18
CCCn1cc(C(CC(=O)O)C(=O)O)c2ccccc21 (stereo not given)	0	1	-5	3	0	1	3	4	-3
C[C@H]1COC(=O)[C@@H](CC(=O)OC(C)(C)C)C/C=C\C[C@H](CC(=O)NCCO)C(=O)N1	5	nt	nt	nt	1	nt	-4	-2	15
Cc1cc2nnc(SCC(=O)N3CCCCC3)n2c(N)n1	-1	1	-3	-7	5	-2	2	0	14
C/C(=C\c1ccccc1)CN1CCN(C)CC1	-1	1	7	8	2	4	3	7	-7
CCSc1nc(C)cc(C)c1S(=O)(=O)c1ccccc1C	6	-3	3	0	1	2	5	10	-4
O=C(NC(Cc1ccccc1)C(=O)O)/C(=C/c1cccc([N+](=O)[O-])c1)NC(=O)c1ccco1 (stereo not given)	7	-3	9	11	6	-1	1	7	-1
CCOC(=O)C1CCN(C(=O)c2ccc(CNS(=O)(=O)c3ccc(OC)cc3)cc2)CC1	2	-2	4	-11	9	26*	5	-2	-4
O=C(CSc1ncn[nH]1)c1ccccc1	1	-2	19	1	6	9	3	-4	6
O=C(O)c1cc(-c2ccc(/C=N/N3C(=O)C4C5C=CC(C6CC56)C4C3=O)o2)ccc1Cl (stereo not given)	3	1	-12	-13	7	1	5	-5	12
Cc1ccc(S(=O)(=O)N2CCOCC2)cc1NC(=O)COc1ccc2c(C)cc(=O)oc2c1	0	-2	-6	2	7	11	-1	6	-9
CSCC[C@H](N)C(=O)NCC1CCC(C(=O)Nc2ccc3c(c2)OCO3)CC1 (stereo not given in full)	5	1	13	-1	6	0	0	3	5
COCCCN1C(=O)C(=O)/C(=C(/O)c2ccc(OC(C)C)c(C)c2)C1c1ccncc1 (stereo not given)	8	-1	-14	-9	7	2	1	5	10
CC(=O)Nc1ccccc1OCC(=O)NCCc1ccc(Cl)cc1Cl	2	-1	-19	-7	2	0	8	5	-2
COC(=O)C1=C(N)Oc2cc(C)n(CC3CCCO3)c(=O)c2C1c1ccc(Cl)cc1 (stereo not given)	0	-4	7	-8	7	-10	2	8	-37

The listing continues.
SMILES	pPAFAH FP inh	LYPLA1 inh	ZTA DNA inh	EBNA-1 inh	PAFAH1B3 FP inh	LYPLA2 counter	PAFAH1B2 FP inh	PAFAH2 FP inh	PREPL inh
O=C(Cn1cc(C(F)(F)F)cc(Cl)c1=O)NCCc1ccc(Cl)cc1Cl	1	3	-10	-13	5	7	0	-5	-1
Cc1cccc(C)c1NC(=O)C1(N2CCN(C(=O)c3ccco3)CC2)CCCCC1	1	2	-8	3	0	1	1	-7	2
Cc1[nH]c2ccccc2c1/C=N/NC(=O)CCC(=O)NCc1ccccc1	3	3	0	2	8	18	0	9	36
Cc1ccc(S(=O)(=O)N2CCN(c3nc(C(C)C)c4c(c3C#N)CC(C)(C)OC4)CC2)cc1	3	2	70*	88*	2	5	6	1	5
COc1cc(NC(=O)C2CCCCC2)c(OC)cc1NC(=O)c1ccco1	4	-1	4	0	0	1	-1	11	-2
CC1CCN(Cc2nnnn2-c2cccc([N+](=O)[O-])c2)CC1	3	-2	17	-1	0	5	2	-4	1
COc1ccc(C)cc1S(=O)(=O)N1c2ccccc2CC1C (stereo not given)	9	-3	17	11	5	-4	7	9	6
CC1(C)Cc2noc(N)c2C(C)(C)N1OC(=O)c1ccccc1	2	-1	-12	-6	1	3	3	0	2
CCC(=O)N1c2ccccc2C(N(C(C)=O)c2ccccc2)CC1C (stereo not given)	1	1	2	1	6	1	-2	-7	3
Cc1ccc2nc(-c3ccc(S(=O)(=O)N4CCCCC4)cc3)cn2c1	0	-2	6	21	1	0	2	5	-5
CCc1ccc(NC(=O)NCC2CCN(Cc3cccc(Cl)c3)CC2)cc1	-2	1	-4	8	8	2	-1	-1	10
CCCOc1ccc2ccccc2c1/C=C1\SC(=O)NC1=O	2	-6	5	-14	-1	-11	5	5	5
CC1CCCC(C)N1C(=O)COC(=O)c1ccc(O)cc1 (stereo not given)	2	0	7	8	6	-2	11	18	5
O=C(c1cc2ncccn2n1)N1CCc2c([nH]c3ccccc23)C1c1ccccc1F (stereo not given)	1	0	7	-18	5	-5	8	11	3
O=C(Nc1c2c(nn1-c1ccc([N+](=O)[O-])cc1)CS(=O)(=O)C2)c1cccs1	3	-3	-16	-2	10	-1	6	-4	4
c1ccc2oc(-c3csc(NCC4CCCO4)n3)cc2c1 (stereo not given)	11	-1	-35	-2	0	3	0	0	31
COc1ccc2[nH]c(=O)c(CN(c3ccccc3)S(=O)(=O)c3ccccc3)cc2c1	2	-2	-8	-4	2	1	-2	-8	9
COc1ccc(CCNC(=O)C2CC2)cc1	4	-2	12	5	-4	-5	-5	3	-1
O=C(/C=C/c1cccc(F)c1)OCC(=O)N1CCc2ccccc21	5	nt	nt	nt	10	nt	8	23	10
O=C(NCCc1ccccc1)c1ccco1	5	-3	-15	3	4	-1	3	-1	-5
COc1ccc(/C=C(/NC(=O)c2ccccc2Cl)C(=O)NCCCC(=O)O)cc1	4	5	-9	-6	11	9	6	-1	19
CCc1cc(-c2n[nH]c(C)c2-c2nc3ccccc3n2C)c(O)c(CN2CCN(C)CC2)c1O	3	0	10	4	5	2	2	7	9
CCCCn1c(N)c(N(CCC(C)C)C(=O)C(C)N2C(=O)c3ccccc3C2=O)c(=O)[nH]c1=O (stereo not given)	3	-1	3	4	2	-3	0	-2	-3
CCOC(=O)c1ccc(NC(=O)CN2C(=O)NC3(CCC(C)CC3)C2=O)cc1 (stereo not given)	3	2	-2	-5	-1	0	4	-4	5
CCc1cc(-c2n[nH]c(=S)n2Cc2ccccc2)cs1	0	-2	11	4	-7	0	10	4	5

New compounds follow:
SMILES	pPAFAH FP inh	LYPLA1 inh	ZTA DNA inh	EBNA-1 inh	PAFAH1B3 FP inh	LYPLA2 counter	PAFAH1B2 FP inh	PAFAH2 FP inh	PREPL inh
CCOC(=O)N1CCN(C(=O)c2ccc(Oc3ccc([N+](=O)[O-])cc3)cc2)CC1	3	3	16	-3	2	16	2	12	5
CC(OC(=O)C1CC(=O)N(Cc2ccccc2)C1)C(=O)Nc1ccccc1[N+](=O)[O-] (stereo not given)	4	-2	-7	-6	0	-3	-3	4	7
O=C(CNC1C(=O)Nc2ccccc21)Sc1ccccc1 (stereo not given)	-1	0	-3	-11	14	-9	4	0	9
CC(C)(C)Nc1nc(SCC(=O)Nc2ccccc2)nc(N2CCOCC2)n1	-2	-1	-16	-7	0	4	1	-10	15
NC(=O)c1ccc(-c2noc(-c3cccc(Cl)c3)n2)cc1	4	-4	11	nt	-2	2	-8	-10	-2
COCCN1CC(C(=O)NCc2ccccc2-n2ccnc2C)CCC1=O (stereo not given)	6	-1	-19	0	9	8	-3	-2	11
CCn1c(NCc2ccc3c(c2)OCO3)nc2ccccc21	2	1	-11	-10	13	10	6	-8	9
Cn1c(=S)n(CCC(=O)O)c2ccccc21	-4	1	11	-4	2	-8	5	8	1
COC(=O)[C@H](Cc1ccccc1)NC(=O)NCc1ccc(C)cc1	0	2	6	3	nt	1	nt	nt	1
CC1CC1c1ccc(/C=C(\C#N)C(=O)Nc2ccccc2Cl)o1 (stereo not given)	-1	-7	2	2	7	-12	-9	-6	3
CCOc1ccc(CNc2ccc(N3CCN(Cc4ccccc4)CC3)cc2)cc1	5	2	-8	-7	11	-5	-4	-3	17
O=C(NNC(=S)NC(=O)c1cccnc1)c1ccccc1	6	-3	23	10	2	-6	7	19	-1
Cc1cccc(CCNC(=O)c2cc(S(=O)(=O)N3CCOCC3)cn2C)c1	-6	1	0	5	-2	-5	6	-7	-6
CCN(CC)S(=O)(=O)c1ccc(Cl)c(C(=O)NC2CCCC2)c1	4	0	-1	6	3	5	1	10	1
CCC(C)NC(=O)c1cc(-c2ccc(OC)cc2)on1 (stereo not given)	3	3	11	-3	4	1	0	4	9
COC(=O)c1ccc(OC(=O)CN2C(=O)c3ccccc3C2=O)cc1	2	1	-6	0	-5	1	5	3	-10
CCN1CCN(C(=O)c2ccc3c(=O)n(Cc4ccccc4OC)c(=S)[nH]c3c2)CC1	3	0	-11	-2	-1	1	2	2	10
CCCCC(=O)Nc1cc2nn(-c3ccc(OC)cc3)nc2cc1C	6	-2	-15	2	3	0	9	0	5
CC1(C)CC(=O)C(C=Nc2ccc(NC3=C(C#N)C(=O)CC(C)(C)C3)cc2)=C(O)C1	4	3	-3	-4	0	9	2	8	1
c1nc(N2CCC3(CC2)OCCO3)c2[nH]cnc2n1	-4	1	6	11	-1	3	4	-1	-2
Cc1cccc(C)c1NC(=S)N=Nc1c(O)n(C)c2ccc(S(=O)(=O)N3CCOCC3)cc12	-2	-3	-2	-4	9	-1	2	7	8
O=C(O)CC1(CC(=O)NCc2ccc(C(F)(F)F)cc2)CCCCC1	-3	2	-2	-21	1	5	16	1	7
Cc1nn(C)c(Cl)c1CN1CCC(CO)(CC2CCCCO2)CC1 (stereo not given)	3	4	-4	-1	5	7	11	-1	15

Part of the list above in order of SMILES length, falling:
SMILES	pPAFAH FP inh	LYPLA1 inh	ZTA DNA inh	EBNA-1 inh	PAFAH1B3 FP inh	LYPLA2 counter	PAFAH1B2 FP inh	PAFAH2 FP inh	PREPL inh
CC1(C)CC(=O)C(C=Nc2ccc(NC3=C(C#N)C(=O)CC(C)(C)C3)cc2)=C(O)C1	4	3	-3	-4	0	9	2	8	1
Cc1cccc(C)c1NC(=S)N=Nc1c(O)n(C)c2ccc(S(=O)(=O)N3CCOCC3)cc12	-2	-3	-2	-4	9	-1	2	7	8
c1nc(N2CCC3(CC2)OCCO3)c2[nH]cnc2n1	-4	1	6	11	-1	3	4	-1	-2
O=C(CNC1C(=O)Nc2ccccc21)Sc1ccccc1 (stereo not given)	-1	0	-3	-11	14	-9	4	0	9
